High-throughput results deposited in PubChem by several laboratories.
KRASV12 cytotoxicity – viability loss of HPDE-C7K cells – cell-based, fluorescence, HTS, primary screen (AID 431); 1.7% of 63,000 active; HPDE-C7K KRASV12 cells, Alamar Blue viability, 48 h; higher % means a stronger effect; cytotoxicity, % at 10 µM; hits with a dose series show EC50 in µM;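 active = compounds whose percent cytotoxicity in the single-dose primary screen, scaled between solvent and toxic-drug controls, exceeds 50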;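 note: 0% = DMSO solvent wells and 100% = doxorubicin-treated wells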
HT1080 cytotoxicity – cytotoxicity in HT1080 fibrosarcoma cells, cell-based, fluorescence readout (AID 620); HT1080 viability, fluorescence; higher % means a stronger effect; 0.42% of 87,000 active; cytotoxicity, % at 10 µM; hits with a dose series show EC50 in µM;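 note: cells exposed to compound overnight then 4 h with Alamar Blue; 0% = vehicle DMSO and 100% = killing control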
HPDE-C7 cytotoxicity – cytotoxicity in HPDE-C7 cells, cell-based, fluorescence, HTS (AID 430). HPDE-C7 pancreatic duct cells viability, fluorescence; higher % means a stronger effect. cytotoxicity, % at 10 µM, or EC50 in µM where a hit was titrated. 1.8% of 63,000 active;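 note: cells exposed to compound for 48 hours before viability readout; 0% = vehicle and 100% = reference cytotoxic drug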
MK inhibit – blocks S. pneumoniae mevalonate kinase; purified MK, PK/LDH-coupled NADH absorbance 340 nm; inhibition, % at 10 µM; 0.48% of 65,000 active; AID 555;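 active = ranked among the strongest by inhibition in the single 10 µM screen, a fixed top-ranked set picked for dose follow-up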; note: no value below 0 was filed
Alkaline phosphatase – inhibition of tissue-nonspecific alkaline phosphatase – biochemical, luminescent (AID 518) | purified TNAP enzyme, luminescent substrate readout; higher % means a stronger effect | one-dose inhibition, % at 20 µM; IC50 in µM for titrated hits | 0.09% of 64,000 active; in the data active = a potency from the dose series; inactive = the rest, 99 in 100 with inhibition below about 22%;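 note: plate controls were vehicle for no effect and reference inhibitor for full effect; many of its hits are not listed in these tables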
LYP phosphatase – LYP phosphatase inhibitors, primary screen, biochemical, DiFMUP fluorescence, recombinant catalytic domain, 10 µM (AID 606); inhibition, % at 10 µM; hits with a dose series show IC50 in µM; 52,000 tested, under 10 active; recombinant LYP catalytic domain, DiFMUP fluorescence; higher % means a stronger effect;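 active = IC50 under 40 µM in the dose-response test; inactive = IC50 of 40 µM or more, or never dose-tested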
Spn DPM-DC inh – blocks S. pneumoniae diphosphomevalonate decarboxylase; calls only at 10 µM; 0.49% of 65,000 active; purified DPM-DC, PK/LDH coupled NADH fluorescence; AID 556;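 active = the 320 compounds with the highest percent inhibition in the single-dose primary screen, excluding strongly autofluorescent ones, cut at about 32% in these data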;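 note: kinetic rate of NADH fluorescence loss reporting ADP formed by the decarboxylase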
Bfl-1 inhibitors – Bfl-1 inhibitors, primary screen, biochemical, fluorescence polarization, FITC-Bid, mouse (AID 432); FITC-Bid BH3 peptide fluorescence polarization displacement; higher % means a stronger effect; one-dose displacement, % at 20 µM; IC50 in µM for titrated hits; 0.02% of 64,000 active; in the data active = a potency from the dose series; inactive = the rest, 99 in 100 with displacement below about 15%; note: strong numbers were not always called active
PMK inhibit – S. pneumoniae PMK inhibition; inhibition, % at 10 µM; 0.49% of 65,000 active; purified PMK, PK/LDH-coupled NADH absorbance 340 nm;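 active = top-ranked compounds by inhibition in the single 10 µM screen, taking a fixed number of the strongest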;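 note: 0% = full reaction with DMSO carrier and 100% = background rate without enzyme reaction; no value below 0 was filed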
PMK inhibit pilot replicates – further read-out of PMK inhibit, marked with its call; inhibition, %; measured here: pilot screen replicates
MK inhibit pilot replicates – recorded beside MK inhibit, whose call it bears; inhibition, %; measured here: pilot screen replicates
Spn DPM-DC inh pilot screen % – further read-out of Spn DPM-DC inh, marked with its call; inhibition, %; measured here: pilot screen trials
* marks the source's active call; other numbers are inactive results; i = inactive; x = not tested or not shown. Cut-off read from the data, not from the text of the source, unless noted: active = cytotoxicity above about 50%; inactive = the rest.

SMILES | KRASV12 cytotoxicity | HT1080 cytotoxicity | HPDE-C7 cytotoxicity | MK inhibit | Alkaline phosphatase | LYP phosphatase | Spn DPM-DC inh | Bfl-1 inhibitors | PMK inhibit | others
CC(C)N1CC(C(=O)Nc2ccc(Br)c(Cl)c2)CC1=O (stereo not drawn) | -2% | 9% | -10% | 10 | 8% | 5% | i | -2% | 4
O=C(Nc1ccccc1C(=O)N1CCCC1)c1cccc(S(=O)(=O)N2CCCCCC2)c1 | -4% | 1% | -8% | 4 | 8% | 8% | i | -5% | 11
Cc1ccccc1C1CC(c2ccccc2OC(F)F)Nc2ncnn21 (stereo not drawn) | -2% | 26% | 0% | 8 | 7% | -10% | i | 2% | 6
Cc1n[nH]c(C)c1S(=O)(=O)N1CCCC(C(=O)Nc2nccs2)C1 (stereo not drawn) | 0% | -2% | -2% | 0 | 15% | x | i | -2% | 18
CCC(c1nnnn1Cc1ccc2c(c1)OCO2)N1CCN(c2ccc(F)cc2)CC1 (stereo not drawn) | 13% | -8% | -3% | 0 | 1% | -1% | i | -3% | 15
Cc1nnc(NC(=O)CSc2nnc(Cc3cccn3C)n2C)s1 | 2% | 0% | -9% | 7 | 5% | -2% | i | -3% | 9
CC(=O)Nc1cccc(NC(=O)C2CCCN2C(=O)Nc2ccc(C)cc2)c1 (stereo not drawn) | 21% | 10% | -3% | 0 | 19% | 7% | i | -2% | 17 | PMK inhibit pilot replicates=0.5;MK inhibit pilot replicates=0.0;Spn DPM-DC inh pilot screen %=0.0
c1ccc2c(c1)nc1n2CN(Cc2ccc3c(c2)OCO3)CN1 | -8% | -7% | -13% | 12 | 8% | x | i | -4% | 8
CC(C)CCNC(=O)CN(CC1CCCO1)C(=O)CCC(=O)Nc1ccccn1 (stereo not drawn) | -5% | 8% | 8% | 0 | 7% | -11% | i | -3% | 7
CN(C)C(=O)N1CCCC(C(=O)NCc2ccccc2Cl)C1 (stereo not drawn) | -5% | 1% | -3% | 0 | 6% | 15% | i | -3% | 18
NC(=O)C1CCN(CC(=O)N2c3ccccc3CCc3ccccc32)CC1 | -2% | -2% | -18% | 7 | 5% | -8% | i | 0% | 0 | PMK inhibit pilot replicates=3.0;MK inhibit pilot replicates=7.0;Spn DPM-DC inh pilot screen %=2.5
CCc1c(C)nc(Nc2nc(C)c3cc(OC)ccc3n2)[nH]c1=O | 49% | 12% | 56%* | 0 | -23% | x | i | 0% | 14
COC(=O)c1c(C)cc(OC(C)=O)c(C)c1OC(C)=O | 6% | -4% | -8% | 5 | 14% | 7% | i | -2% | 0
CCc1nc(N2CCCC(C)C2)c2oc3ccccc3c2n1 (stereo not drawn) | -10% | 23% | 2% | 13 | 11% | x | i | -10% | 16
O=C(N1CCCC1)n1c(Cc2ccccc2)nc2ccccc21 | -6% | 0% | -13% | 2 | 8% | 9% | i | 0% | 0
Nn1c(SCC(=O)Nc2ccc(F)cc2)nnc1C1CCCCC1 | -2% | -14% | -12% | 8 | 5% | 7% | i | -4% | 5
O=C(NCc1cccc(Cl)c1)c1ccc2c(c1)OCO2 | -3% | 6% | -2% | 11 | 9% | -3% | i | 3% | 3
c1nc(NCC2(N3CCOCC3)CCCCC2)c2ccsc2n1 | 13% | 8% | 4% | 7 | -1% | 11% | i | 4% | 0 | PMK inhibit pilot replicates=1.0;MK inhibit pilot replicates=0.0;Spn DPM-DC inh pilot screen %=0.0
c1ccc(C2CC(c3cccs3)n3nnnc3N2)cc1 (stereo not drawn) | 13% | 9% | 0% | 9 | 4% | 10% | i | 3% | 7
Cc1cc(NC(=O)CC2CCCC2)n(-c2nc3ccccc3[nH]2)n1 | 5% | 4% | -6% | 0 | -2% | 0% | i | -6% | 3
CS(=O)(=O)N1CCN(C(=O)Cc2cccs2)CC1 | -2% | 1% | -3% | 1 | -1% | 16% | i | 3% | 0
CC(C)CC(NS(=O)(=O)c1ccc2c(c1)oc(=O)n2C)C(=O)NC1CCCc2ccccc21 (stereo not drawn) | -14% | 2% | -4% | 7 | 4% | x | i | 4% | 4
O=C(Nc1nnc(COc2ccc(F)cc2)s1)c1cccs1 | 0% | -3% | -34% | 2 | 3% | 15% | i | -4% | 12 | PMK inhibit pilot replicates=2.5;MK inhibit pilot replicates=0.0;Spn DPM-DC inh pilot screen %=4.5
Cc1ccc(C2C(C(=O)c3cccs3)=C(O)C(=O)N2CCN2CCOCC2)o1 (stereo not drawn) | -19% | 0% | -11% | 6 | 2% | x | i | -2% | 8
COc1cccc2sc(NC(=O)c3ccc(S(=O)(=O)N4CCOCC4)cc3)nc12 | 10% | -3% | 3% | 1 | 4% | 2% | i | 8% | 19 | PMK inhibit pilot replicates=0.0;MK inhibit pilot replicates=0.0;Spn DPM-DC inh pilot screen %=2.0
Cc1ccc(S(=O)(=O)N2CCOCC2)cc1C(=O)NCc1cn2ccsc2n1 | 5% | 15% | 15% | 1 | 4% | x | i | -10% | 4
Cc1ccc2nc(C(F)OC(F)(F)F)[nH]c2c1 (stereo not drawn) | -1% | 3% | -1% | 1 | 6% | -2% | i | -7% | 4
CCOc1ccccc1NC(=O)CN(c1nccs1)S(=O)(=O)c1ccc(N)cc1 | -7% | -2% | -21% | 6 | 8% | -4% | i | -6% | 15
Nc1nc(SCc2ccc3c(c2)OCCO3)n[nH]1 | -6% | 0% | -9% | 7 | -2% | 8% | i | -6% | 3
CCCN1C(=O)C2(/C(=C(\O)c3ccc4c(c3)OCCO4)C(=O)C(=O)N2CCCOC)c2ccccc21 (stereo not drawn) | x | 1% | x | 0 | 12% | x | i | -8% | 0
CCCCNC(=O)c1cc(-c2ccc(OC)cc2)on1 | 1% | x | -4% | 0 | 6% | -4% | i | -5% | 13
COc1cc(SC)ccc1C(=O)Nc1ccc2c(c1)OCCO2 | 22% | x | 5% | 5 | 7% | 10% | i | -3% | 5
Cc1cc(C)nc(SCC(=O)Nn2cnnc2)n1 | -4% | -3% | 7% | 6 | 5% | 6% | i | -6% | 11
CCC(=O)N1c2ccc(S(=O)(=O)CCC(=O)N3CCN(c4ccccc4)CC3)cc2CC1C (stereo not drawn) | 8% | -5% | 3% | 10 | 6% | 13% | i | -3% | 5
COc1cc2c(cc1OC)C(C(=O)O)C(c1ccc(C)o1)N(C)C2=O (stereo not drawn) | 3% | -3% | -5% | x | 10% | -1% | i | -10% | 11
CCCC1C2CN(C(C)=O)CC=C2C(C#N)=C(N)C1(C#N)C#N (stereo not drawn) | -21% | -19% | -36% | 4 | 9% | x | i | 3% | 2
COc1cc(-c2nn3c(-c4cccnc4)nnc3s2)cc(OC)c1OC | -3% | 6% | 9% | 0 | 10% | 6% | i | -10% | 5 | PMK inhibit pilot replicates=2.5;MK inhibit pilot replicates=0.0;Spn DPM-DC inh pilot screen %=2.0
CCNC(=O)NC1(C(=O)Nc2ccc3c(c2)CCC3)CCCCC1 | -14% | -4% | -15% | 0 | 12% | 3% | i | -6% | 13
O=C(NCCCc1ccccc1)C1CCN(c2nnc(-n3cccc3)s2)CC1 | -17% | -2% | -24% | 8 | -2% | 1% | i | -11% | 16
O=C(Cn1cnc2ccccc2c1=O)NC1CCCc2ccccc21 (stereo not drawn) | -7% | -2% | -6% | 7 | 8% | 14% | i | -4% | 2

Quoted at random: five entries already listed.
SMILES | KRASV12 cytotoxicity | HT1080 cytotoxicity | HPDE-C7 cytotoxicity | MK inhibit | Alkaline phosphatase | LYP phosphatase | Spn DPM-DC inh | Bfl-1 inhibitors | PMK inhibit | others
Cc1cc(C)nc(SCC(=O)Nn2cnnc2)n1 | -4% | -3% | 7% | 6 | 5% | 6% | i | -6% | 11
O=C(Nc1nnc(COc2ccc(F)cc2)s1)c1cccs1 | 0% | -3% | -34% | 2 | 3% | 15% | i | -4% | 12 | PMK inhibit pilot replicates=2.5;MK inhibit pilot replicates=0.0;Spn DPM-DC inh pilot screen %=4.5
CCCC1C2CN(C(C)=O)CC=C2C(C#N)=C(N)C1(C#N)C#N (stereo not drawn) | -21% | -19% | -36% | 4 | 9% | x | i | 3% | 2
O=C(Cn1cnc2ccccc2c1=O)NC1CCCc2ccccc21 (stereo not drawn) | -7% | -2% | -6% | 7 | 8% | 14% | i | -4% | 2
Cc1cc(NC(=O)CC2CCCC2)n(-c2nc3ccccc3[nH]2)n1 | 5% | 4% | -6% | 0 | -2% | 0% | i | -6% | 3

Remaining list, next part
SMILES | KRASV12 cytotoxicity | HT1080 cytotoxicity | HPDE-C7 cytotoxicity | MK inhibit | Alkaline phosphatase | LYP phosphatase | Spn DPM-DC inh | Bfl-1 inhibitors | PMK inhibit | others
O=C(O)C1C2C=CC3(CN(C/C=C/c4ccccc4)C(=O)C13)O2 (stereo not drawn) | -13% | -6% | -11% | 5 | 5% | 16% | i | 0% | 12
CCN(CC)c1ccc(C2NC(=O)NC(C)=C2C(=O)Nc2ccccc2)cc1 (stereo not drawn) | 3% | -1% | 1% | 8 | 6% | 7% | i | -2% | 2
N#Cc1nc(-c2ccccc2F)oc1NCc1cccc2c1OCO2 | -4% | -3% | 6% | 4 | 6% | -1% | i | -1% | 0
CC(C)N1CC2=C(OC(N)=C(C#N)C2c2cccnc2)/C(=C/c2cccnc2)C1 (stereo not drawn) | 5% | 9% | -1% | 7 | 6% | 3% | i | 9% | 8
O=C(CCCCn1c(=O)[nH]c2ccccc2c1=O)N1CCN(c2ncccn2)CC1 | 8% | 4% | 0% | 3 | -1% | x | i | -2% | 7
CCc1nnc(NC(=O)CCC(=O)N2CCN(CCOc3ccc(C)cc3)CC2)s1 | 3% | -7% | 7% | 6 | 16% | -12% | i | -6% | 8
CC1=C(C(=O)OCc2ccccc2)C(c2ccccn2)c2c(n(C)c(=O)n(C)c2=O)N1 (stereo not drawn) | -10% | -7% | -12% | 0 | 15% | -1% | i | -7% | 13
Cc1nc2sc(-c3ccccc3)cc2c(=O)n1-n1cccc1 | -22% | 12% | -21% | 6 | 9% | 8% | i | 0% | 6
Cc1cccc(NC2=NC3(CCCCC3)N=C(N)N2)c1C | -4% | 4% | -4% | 7 | -7% | 1% | i | 3% | 2
Cc1cccc(OCc2nnc(SCC(=O)c3cccs3)n2C)c1C | 3% | -10% | 4% | 8 | 9% | x | i | -11% | 13
O=C1CC(N2CCC(c3nc4ccccc4o3)CC2)C(=O)N1c1ccc(Cl)cc1 (stereo not drawn) | -3% | -3% | -13% | 6 | 8% | 17% | i | -2% | 7
CCOC(=O)/C=c1\s/c(=C\c2ccc3c(c2)OCCO3)c(=O)n1CC(=O)NCC1CCCO1 (stereo not drawn) | 29% | -8% | 34% | 0 | 14% | -7% | i | -3% | 9
CCOC(=O)N1CCN(Cc2nc3c(c(=O)n(C)c(=O)n3C)n2Cc2ccc(F)cc2)CC1 | 8% | -3% | -10% | 4 | 14% | -2% | i | -4% | 16 | PMK inhibit pilot replicates=1.5;MK inhibit pilot replicates=0.0;Spn DPM-DC inh pilot screen %=2.0
Cc1nc2ccc(C(C(F)(F)F)(C(F)(F)F)C(F)(F)F)cc2[nH]1 | 2% | 0% | 6% | 6 | 2% | -2% | i | -3% | 10
